TcdB GH inh – TcdB glycohydrolase inhibitors, primary screen, biochemical, single point, plate reader; TcdB glycohydrolase enzymatic assay; hit rate 0.24% among 350,000; AID 652162, 2013; inhibition, % at 9.99 µM; in the data active = inhibition above about 10%
PrPC TRFRET – inhibitors of human cell surface prion protein PrPC, primary screen, cell-based, TR-FRET | TR-FRET read-out | inhibition, % at 13.8 µM | hit rate 0.43% among 370,000; in the data active = inhibition above about 24%; note: 0% = median of the test wells and 100% = reference compound wells
Starred values were filed as active, the others as inactive; & = joins results of further samples. A portion of the library, so the mix of outcomes need not match the whole.

SMILES	TcdB GH inh	PrPC TRFRET
COC(=O)C1C(c2ccc(F)cc2)CC2CCC1N2C (configuration not stated)	-1.0	-9
Cn1cc([C@]2(O)C(=O)Nc3ccc(OC(F)(F)F)cc32)c2ccccc21	3.6	-1
COc1ccc(OC)c(CN2C(=O)CN(S(C)(=O)=O)CC2(C)C(=O)NCc2ccccc2)c1 (configuration not stated)	-0.1	2
OCCN1CN(c2ccccc2)C(=S)N(c2ccccc2)C1	-0.1	-6
COC(=O)[C@]12C[C@H](CC(=O)N3CCN(C(=O)C4CC4)CC3)C(=O)N(Cc3ccccc3)C1=C[C@H](C(C)(C)C)O[C@@H]2C	0.5	-6
COc1ccc(-c2cn(CC[C@@H]3CC[C@H](NC(=O)Cc4ccccn4)[C@@H](CO)O3)nn2)cc1	0.6&-1.2	-3
O=C(NC1CCCCC1)C(c1ccc(C(F)(F)F)cc1)n1c(=O)c(-c2cc3ccccc3[nH]2)nc2ccccc21 (configuration not stated)	-0.9	11
O=C([O-])c1cc(-c2ccccc2)cc(-c2ccccc2)[n+]1Cc1ccccc1	0.5	9
COC(=O)C1=C(C)N(Cc2cccc(C(F)(F)F)c2)C(=NCc2ccc3c(c2)OCO3)NC1c1ccccc1C(F)(F)F (configuration not stated)	1.4	-4
Cc1ccc2nc(CN(C)C(=O)[C@H]3O[C@@H](n4cnc(C(N)=O)n4)[C@H](O)[C@@H]3O)[nH]c2c1	0.3	-5
O=C(Nc1ccc(F)cc1)C(CCc1ccccc1)N1CCN(Cc2c(F)cccc2Cl)CC1 (configuration not stated)	0.4	10
CCOC(=O)C1CSCCS(=O)(=O)N1Cc1ccc(Br)cc1 (configuration not stated)	2.5	-1
COc1cc(CNc2cccc3c2S(=O)(=O)N([C@H](C)c2ccccc2)C[C@@H](COCc2ccccc2)O3)cc(OC)c1OC	0.4	0
COc1ccc(S(=O)(=O)N2CCCc3nc(C)c(C)cc32)cc1	2.2	2
CC(C)(C)NC(=O)C(c1ccnc2ccccc12)n1c(=O)c(-c2cc3ccccc3[nH]2)nc2ccccc21 (configuration not stated)	0.1	5
COC(=O)C1=C(C)N(CC(C)C)C(=S)NC1c1ccc(Cl)cc1 (configuration not stated)	1.1	12
CC(C)(C)S(=O)(=O)N1Cc2cc(CO)ccc2[C@@H]1CCO	-2.3	-2
O=C(NCC1CCN(C(=O)C(=O)c2cccs2)CC1)c1cccnc1	0.6	0
COc1cccc(S(=O)(=O)Nc2ccc3c(c2)C(=O)N(C)C[C@H](OC)[C@H](C)CN[C@@H](C)CO3)c1	-0.3&1.2	2
Cc1nc(NC(=O)C(C)(C)C)sc1[N+](=O)[O-]	1.5	-21
O=C(NCCN1CCC(n2c(=O)[nH]c3cc(Cl)ccc32)CC1)c1ccc(F)cc1	0.7	3
CCN(CC)C(=O)[C@H]1C[C@@H]2[C@H](C[C@@H](c3ccccc3)[C@H]1C)N(c1ccc(F)cc1)C(=O)N2CCCOc1ccccc1	0.6	8
O=C1C(=Cc2cccs2)CCc2ccccc21	0.5	6
CCOC(=O)N1CCN(C(=O)C[C@@H]2C[C@@]3(C(=O)OCC)CCCC=C3N(CCc3ccc(OC)c(OC)c3)C2=O)CC1	0.7	1
COC(=O)Cc1nnn2c1[C@@H](C)[C@@H](c1ccccc1Br)OC[C@@H]2c1ccccc1	1.1	-5
COC(=O)c1cc2c(c3c4cc(OC)ccc4n(S(=O)(=O)c4cccc(C)c4)c13)C(=O)N(Cc1ccc(N(C)C)cc1)C2	0.1	5
COc1ccc(C(C(=O)Nc2ccc(F)cc2)N2CCN(c3cccc(C(F)(F)F)n3)CC2)cc1 (configuration not stated)	-0.3	5
Nc1sccc1C(=O)N1CCN(c2ccccc2)CC1	1.5	0
CCOC(=O)[C@@H]1CSCCS(=O)(=O)N1C(=O)[C@H](CC(C)C)NC(=O)OC(C)(C)C	0.3	0
CCOC1=C2[C@H](c3ccccc3)N(S(=O)(=O)c3ccc(C)cc3)[C@H](C(C)C)[C@H]2C(C#N)(C#N)C(C#N)(C#N)C1	1.0	7
COC(=O)C1=C(C)N(C)C(=NCc2ccc(C(F)(F)F)cc2)NC1c1cccc(F)c1 (configuration not stated)	0.9	0
CN[C@H]1C[C@H]2c3[nH]c4c(-c5ccc6c(c5)OCO6)cccc4c3CCN2C(=O)[C@H]1[C@H](C)O	1.9	-22
COC(=O)C1=C(C)N(C)C(=NCc2ccccc2C(F)(F)F)NC1c1cccc(F)c1 (configuration not stated)	1.4	-2
O=C(Nc1ccc(F)cc1)C(c1ccncc1)N1CCN(c2cccc(C(F)(F)F)n2)CC1 (configuration not stated)	1.5	10
COc1cccc(CNC(=O)[C@H]2CCCN2C(=O)[C@H]2CCCN2C(=O)c2ccc(F)c(F)c2)c1	-1.3	2
O=C(NCc1ccccc1)[C@@H]1CCCN1C(=O)[C@H]1CCCN1C(=O)c1ccccc1C(F)(F)F	-0.3	-2
CN(c1ccc(NC(=O)Cc2cn(C)c3ccccc23)cc1)c1ccccn1	-3.0	-3
Cc1[nH]c2ccccc2c1CC(=O)Nc1ccc(Nc2cccnc2)c(-c2ccc(Oc3ccccc3)cc2)c1	-0.2	-1
CCCC(=O)OC[C@H]1CN(C2CCCC2)S(=O)(=O)c2c(Oc3ccc(F)cc3)cccc2O1	0.8	7
COC(=O)C1=C(C)N(C)C(=NCc2ccc3c(c2)OCO3)NC1c1cccc(C(F)(F)F)c1 (configuration not stated)	0.8	-15
COc1ccccc1CCn1cnc(-c2ccccc2OC)c1CC(C)C	1.2	16
COC1=CC(=O)OC(c2cccc([N+](=O)[O-])c2)C1 (configuration not stated)	0.9	-40
CCCCNC(=O)c1nc(-c2cccnc2)oc1-c1ccc(OC(F)(F)F)cc1	-13	1
Nc1[nH]c(C(=O)c2ccc(Br)cc2)c(-c2ccccc2Br)c1C(=O)NCCc1c[nH]c2ccccc12	-1.5	-5
Cc1cc(-c2cc(NC(=O)Cc3c(C)[nH]c4ccccc34)ccc2Nc2cccnc2)ccc1F	-0.5	0
CC(=O)/C=C1\OCc2cc(OCc3ccccc3)ccc21	0.5	-7
O=c1c(-c2cccs2)nc2ccccc2n1C(c1ccccn1)c1nc2ccccc2[nH]1 (configuration not stated)	1.2	-5
COC(=O)C1=C(C)N(Cc2cccc(C(F)(F)F)c2)C(=NCc2ccc(OC)cc2)NC1c1ccc(Cl)cc1 (configuration not stated)	0.8	-10
CC(C)C[C@H]1COc2ccc(Cl)cc2S(=O)(=O)N1C[C@H](NC(=O)OC(C)(C)C)C(C)C	-0.6	2
Cc1cccc(Cl)c1NC(=O)N(C)c1ccccc1	-0.3	-8
CN[C@H]1C[C@H]2c3[nH]c4c(-c5ccccc5)cccc4c3CCN2C(=O)[C@H]1[C@H](C)O	2.5	-17
CC1(C(=O)Nc2ccc3c(c2)OCCO3)CN(S(C)(=O)=O)CC(=O)N1CCc1c[nH]c2ccccc12 (configuration not stated)	0.2	-11
COC(=O)c1cccc2c([N+](=O)[O-])c(NC(C)=O)cc(C(=O)OC)c12	0.9	-11
CCCCNC(=O)c1cc(-c2ccccc2)sc1N	0.1	7
CO[C@@H]1[C@H](O)CC[C@]2(O)CN(c3ccc(F)cc3)[C@](C)([C@H](O)CC=C(C)C)[C@@H]12	-4.3	14
COc1cccc(S(=O)(=O)N2C[C@H](O)COC[C@H]3O[C@@H](CC(=O)N4CCN(C)CC4)CC[C@@H]32)c1	-1.3&0.5	0
COc1cccc(C(Nc2ccccc2)c2ccc3ccc(C)nc3c2O)c1 (configuration not stated)	-3.5	-1
C[C@@H]1CNC(=O)c2c(C(=O)N(C)Cc3ccccc3)ncn21	1.4	-4
Nc1nc2c(ncn2[C@@H]2O[C@H](C(=O)N[C@H](Cc3ccccc3)C(=O)NC3CCCCC3)[C@@H](O)[C@H]2O)c(=O)[nH]1	1.3	-8
CC(C)N1C(=O)c2ccccc2NC(=O)C1C(=O)NC1CC1 (configuration not stated)	2.0	3
Remaining list, next part:
SMILES	TcdB GH inh	PrPC TRFRET
C[C@@H]1C=CCCO[C@]12C(=O)Nc1ccccc12	0.5	0
COC(=O)C1=C(C)N(Cc2ccc(C(F)(F)F)cc2)C(=NCc2ccccc2C(F)(F)F)NC1c1ccc(C(F)(F)F)cc1 (configuration not stated)	0.5	6
NC(=O)c1ncn([C@@H]2O[C@H](C(=O)N[C@H](Cc3c[nH]c4ccccc34)C(=O)N3CCN(C(=O)C4CC4)CC3)[C@@H](O)[C@H]2O)n1	-0.2	-4
COC(=O)C1=C(C)N(Cc2ccc(C(F)(F)F)cc2)C(=NCc2ccccc2C(F)(F)F)NC1c1cccc(Cl)c1 (configuration not stated)	0.6	-5
CCCc1c(-c2ccc(OC)cc2)ncn1CCc1ccccc1OC	0.8	17
CCn1cc(C(=O)Nc2ccc(Oc3cccnc3)cc2)c2ccccc21	1.6	18
Cc1ccc(S(=O)(=O)N2C3CCCCC3O[C@H]2CC(=O)c2ccccc2)cc1 (some centres not stated)	0.7	-10
COc1ccc(C(C)c2cc3c(cc2OCC(=O)O)OCO3)cc1 (configuration not stated)	-0.1	2
COC(=O)c1cc2c(c3c4ccccc4n(S(=O)(=O)c4ccc(OC)cc4)c13)C(=O)N(Cc1ccco1)C2	-9.1	23
Cc1cc(N2CCN(C(C(=O)NC3CCCC3)c3ccco3)CC2)c2ccccc2n1 (configuration not stated)	1.1	-10
O=C(Nc1ccc2c(c1)OCCO2)C(C1CC1)n1c(=O)c(-c2ccccc2)nc2ccccc21 (configuration not stated)	0.9	-3
O=C(NCc1ccccc1)[C@H]1CCCN1	0.7	1

Taken from the entries so far, 17 compounds:
SMILES	TcdB GH inh	PrPC TRFRET
CO[C@@H]1[C@H](O)CC[C@]2(O)CN(c3ccc(F)cc3)[C@](C)([C@H](O)CC=C(C)C)[C@@H]12	-4.3	14
COc1cccc(S(=O)(=O)N2C[C@H](O)COC[C@H]3O[C@@H](CC(=O)N4CCN(C)CC4)CC[C@@H]32)c1	-1.3&0.5	0
COc1cccc(C(Nc2ccccc2)c2ccc3ccc(C)nc3c2O)c1 (configuration not stated)	-3.5	-1
C[C@@H]1CNC(=O)c2c(C(=O)N(C)Cc3ccccc3)ncn21	1.4	-4
Nc1nc2c(ncn2[C@@H]2O[C@H](C(=O)N[C@H](Cc3ccccc3)C(=O)NC3CCCCC3)[C@@H](O)[C@H]2O)c(=O)[nH]1	1.3	-8
CC(C)N1C(=O)c2ccccc2NC(=O)C1C(=O)NC1CC1 (configuration not stated)	2.0	3
C[C@@H]1C=CCCO[C@]12C(=O)Nc1ccccc12	0.5	0
COC(=O)C1=C(C)N(Cc2ccc(C(F)(F)F)cc2)C(=NCc2ccccc2C(F)(F)F)NC1c1ccc(C(F)(F)F)cc1 (configuration not stated)	0.5	6
NC(=O)c1ncn([C@@H]2O[C@H](C(=O)N[C@H](Cc3c[nH]c4ccccc34)C(=O)N3CCN(C(=O)C4CC4)CC3)[C@@H](O)[C@H]2O)n1	-0.2	-4
COC(=O)C1=C(C)N(Cc2ccc(C(F)(F)F)cc2)C(=NCc2ccccc2C(F)(F)F)NC1c1cccc(Cl)c1 (configuration not stated)	0.6	-5
CCCc1c(-c2ccc(OC)cc2)ncn1CCc1ccccc1OC	0.8	17
CCn1cc(C(=O)Nc2ccc(Oc3cccnc3)cc2)c2ccccc21	1.6	18
Cc1ccc(S(=O)(=O)N2C3CCCCC3O[C@H]2CC(=O)c2ccccc2)cc1 (some centres not stated)	0.7	-10
COc1ccc(C(C)c2cc3c(cc2OCC(=O)O)OCO3)cc1 (configuration not stated)	-0.1	2
COC(=O)c1cc2c(c3c4ccccc4n(S(=O)(=O)c4ccc(OC)cc4)c13)C(=O)N(Cc1ccco1)C2	-9.1	23
Cc1cc(N2CCN(C(C(=O)NC3CCCC3)c3ccco3)CC2)c2ccccc2n1 (configuration not stated)	1.1	-10
O=C(Nc1ccc2c(c1)OCCO2)C(C1CC1)n1c(=O)c(-c2ccccc2)nc2ccccc21 (configuration not stated)	0.9	-3

(continued)
SMILES	TcdB GH inh	PrPC TRFRET
O=C(NCc1ccccc1)[C@H]1CCCN1C(=O)[C@@H]1CCCN1C(=O)c1ccc(Cl)cc1Cl	1.9	0
CN(C)CCCN1CC(=O)N2CCc3ccc(Br)cc3C2CC1=O (configuration not stated)	1.6	-1
Cc1cc(Nc2cccc(C(F)(F)F)c2)cc(=O)n1-c1cccc(C(F)(F)F)c1	-0.4	1
O=C1Nc2ccccc2-c2nnnn2C1N1CCCCC1 (configuration not stated)	1.4	1
C[C@@H]1CN([C@@H](C)CO)C(=O)CCCn2cc(nn2)CO[C@H]1CN(C)C(=O)Nc1cccc(C(F)(F)F)c1	0.3&1.5&0.1	-3
O=C(Nc1ccc(F)cc1)N[C@@H]1C[C@@H]2O[C@H](CO)CC[C@@H]2O[C@@H]1CCc1ccc(C2=CCCC2)cc1	0.1	6
O=[N+]([O-])c1ccc(F)c(CN2CCN(c3ncc(Cc4ccccc4)cn3)CC2)c1	-8.5	-1
COc1ccc(CC(=O)NCC2CCN(C(=O)C(=O)c3cc4ccccc4o3)CC2)cc1	1.0	0
COc1ccc(CNS(=O)(=O)c2ccccc2Br)c(OC)c1	-0.5	4
c1ccc(COCc2ccccc2)cc1	-1.8	-6
COC(=O)C1=C(C)N(C)C(=NCc2ccc3c(c2)OCO3)NC1c1ccc(C(F)(F)F)cc1 (configuration not stated)	1.8	-1
CCCCCNC(=O)C(c1ccc(C#N)cc1)n1c(=O)c(-c2ccco2)nc2ccccc21 (configuration not stated)	1.0	-3
CC1(C)O[C@@H]2[C@H](O1)[C@@H](O)C[C@H]2n1cnc2c(Cl)ncnc21	0.7	12
NC(=O)c1ncn([C@@H]2O[C@H](C(=O)N3CCN(CC(=O)Nc4ccccn4)CC3)[C@@H](O)[C@H]2O)n1	0.8	-2
COc1ccc(CN2[C@@H](CC(=O)O)c3ccc(C(F)(F)F)cc3S2(=O)=O)cc1	0.2	1
COc1ccc(-c2cccc3[nH]c4c(c23)CCN2C(=O)[C@H]3[C@H](C)ON(C)[C@H]3C[C@@H]42)cc1	2.0	3
Cc1cc2c(c(=O)o1)[C@@]1(C(=O)N(C)c3ccc([N+](=O)[O-])cc31)C1=C(CCCC1=O)O2	-10.0	6
NC(=O)c1c(N)[nH]c(C(=O)c2ccccc2)c1-c1ccc2ccccc2c1	0.4	-4
COC(=O)[C@]12C[C@H](CC(=O)N3CCSCC3)C(=O)N(CCC3=CCCCC3)C1=C[C@H](C(C)(C)C)O[C@@H]2C	0.7	4
